Screening data (PubChem BioAssay)
H9c2 TAG inh: triacylglycerol accumulation inhibition; H9c2 cells, Nile Red lipid (TAG) fluorescence; cells loaded with 200 µM oleic acid; 230,000 compounds, 0.66% hits; inhibition, % at 12.5 µM;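 active = pattern-corrected inhibition of lipid staining of at least 50% with the nuclear-stain viability signal not falling by more than 50%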;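 note: 0% = DMSO wells and 100% = triacsin C control wells; some results filed as inactive read as strong as hits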
H9c2 TAG inh DAPI viability: also measured in H9c2 TAG inh; calls as there; DAPI nuclei signal change (viability), lower = more cytotoxic, %;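 whole-well DAPI fluorescence read on a plate reader as a viability signal; minus 50 percent equals half of cells still viable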
Active calls of the source: *.

Values run as follows: H9c2 TAG inh | H9c2 TAG inh DAPI viability
1) Cc1cc(NC(=O)Cn2nc(C(F)(F)F)c3c2CCCC3)no1
→ -26 | 8
2) CCC/C=N/NC(=O)c1cc(Br)ccc1O
→ 6 | 0
3) O=C(O)C(O)(c1ccccc1)C(O)c1ccccc1 (configuration not stated)
→ -5 | 2
4) O=C(NCc1ccccn1)C(=O)Nc1cc2c3c(c1)CC(=O)N3CCC2
→ 15 | 5
5) Cc1ccccc1NC(=O)C(=O)NCCCN1CCOCC1
→ 3 | -2
6) O=C(NCCc1ccccc1)C1CCN(S(=O)(=O)c2cccnc2)CC1
→ -77 | 3
7) COCC1CCCN(Cc2cn(-c3ccccc3F)nc2-c2cc(C)sc2C)C1 (configuration not stated)
→ 7 | 0
8) CCOc1ncccc1C(=O)NNC(=O)CSc1ccc(Cl)cc1
→ 1 | 2
9) O=C(N/N=C/c1ccc(OC(=O)c2ccccc2Cl)cc1)c1ccc(O)cc1
→ 12 | -8
10) Cc1c(C(=O)N2CCCC2)oc2c1-c1[nH]ncc1CC2
→ -3 | -8

Values run as follows: H9c2 TAG inh | H9c2 TAG inh DAPI viability
11) O=C(Nc1ccccc1C(=O)O)c1cccc(NC(=O)c2ccccc2Br)c1
→ -4 | -3
12) CCC(=O)N1CCCC(C)(C(=O)Nc2ccc3oc(CC)nc3c2)C1 (configuration not stated)
→ -10 | 10
13) CCC(=O)N1CCc2cc(S(=O)(=O)NCCC(=O)Nc3ccccc3C)ccc21
→ -8 | 3
14) CCOC(=O)c1cc(-c2ccc(C#N)cc2)nc2c1c(C)nn2CCC#N
→ 4 | 19
15) CCc1cc2c(=O)n(Cc3ccco3)c(SCC(=O)NC3CCS(=O)(=O)C3)nc2s1 (configuration not stated)
→ -10 | 3
16) Cc1ccc(OCC(=O)Nc2cc(C(=O)O)cc(C(=O)O)c2)cc1C
→ 0 | 8
17) Cc1ccc(CS(=O)(=O)c2cn(CC(=O)Nc3ccon3)c3ccccc23)cc1
→ -6 | 8
18) CN(C)CCN(C(=O)C1=COCCO1)c1nc2ccc(Cl)cc2s1
→ 0 | 7
19) O=C(Cc1cccs1)N(CC1CCCO1)C1(C(=O)NC2CCCCC2)CCCCC1 (configuration not stated)
→ -2 | -7
20) O=[N+]([O-])c1c(NCc2ccccc2)cc(N2CCc3ccccc3C2)c2nonc12
→ -8 | 15

Values run as follows: H9c2 TAG inh | H9c2 TAG inh DAPI viability
21) O=C(NC(=S)N1CCOCC1)c1cn(-c2ccccc2)nc1-c1ccc(F)cc1
→ 17 | 0
22) CC(C)(C#CCN1CCCC1)OCCC#N
→ -5 | -7
23) CC(=O)NC1=NN(C(C)=O)C(C)(c2ccco2)S1 (configuration not stated)
→ 8 | 0
24) CN(CC(=O)Nc1ccccc1Cl)C(=O)Cn1cc(C(F)(F)F)cc(Cl)c1=O
→ 7 | -4
25) CCOC(=O)C1(CCOC)CCN(C(C)CCc2ccc(OC)cc2)CC1 (configuration not stated)
→ 14 | -16
26) COc1cccc(CN(C)C(=S)Nc2cccc(C)c2)c1
→ -4 | -2
27) O=c1cc(CO)oc(C(Nc2cccc([N+](=O)[O-])c2)c2ccccn2)c1O (configuration not stated)
→ 7 | 0
28) CCc1cc2c3c(c1)C(C)CC(C)(C)N3C(=O)/C2=C1\SC(=O)NC1=O (configuration not stated)
→ 11 | 0
29) COc1ccc(C2=C3C(=O)OCC3Cc3ncn(Cc4ccccc4)c32)cc1 (configuration not stated)
→ 16 | -1
30) Cc1nc2cc(C(=O)NCCN3CCOCC3)ccc2n1-c1ccc(F)cc1F
→ 15 | -3

Values run as follows: H9c2 TAG inh | H9c2 TAG inh DAPI viability
31) CCOC(=O)c1cc(-c2cccs2)[nH]n1
→ 3 | -5
32) Cc1ccc(SCCNC(=O)CN2C(=O)c3ccccc3S2(=O)=O)cc1
→ -4 | 8
33) CCN1CCN(Cc2ccc(NC(=O)Nc3ccc(OC)cc3)cc2)CC1
→ 5 | 7
34) COc1ccc(S(=O)(=O)N2CCN(C(c3ccccc3)c3ccccc3)CC2)cc1NC(C)=O
→ 1 | 1
35) O=c1oc2ccccc2c2c1nnn2CCO
→ 0 | 5
36) COc1cccc(NC(=O)Nc2cccn(Cc3ccc(C)cc3)c2=O)c1
→ -18 | 0
37) Cc1onc(-c2c(Cl)cccc2Cl)c1NC(=O)NC1CCSC1 (configuration not stated)
→ 7 | -12
38) COc1ccc(CCNC(=S)Nc2ccc(C(C)C)cc2)cc1
→ -9 | 6
39) Cc1cccc2[nH]c(-c3ccc(NC(=O)c4ccco4)cc3)nc12
→ 5 | 16
40) CN(C)S(=O)(=O)Nc1cc(F)cc(F)c1
→ 4 | 3

Values run as follows: H9c2 TAG inh | H9c2 TAG inh DAPI viability
41) Cc1cccc(NC(=O)CSc2nc(N)cc(N)n2)c1
→ -4 | 3
42) COc1ccc(C(=O)N(Cc2ccccc2)c2cccc(C)c2)cc1
→ 3 | -8
43) CNc1ncc(C(=O)c2ccc(-c3ccccc3)cc2)s1
→ -3 | 2
44) O=C(CSc1nc2c([nH]c3ccccc32)c(=O)n1-c1cccc(Cl)c1)N1CCOCC1
→ 22 | -1
45) OCC[C@@H]1C[C@H](O)[C@@H](O)[C@@]2(OCCCc3ccccc32)O1
→ -14 | -4
46) COc1ccc2cc3c(N)c(C(=O)NCc4ccco4)sc3nc2c1
→ 22 | 5
47) Cc1noc(/C=C/c2ccco2)c1S(=O)(=O)N1CCC(C(=O)N2CCc3ccccc3C2)CC1
→ -54 | -11
48) CCNC(=S)NCc1ccc2[nH]c(C)cc2c1
→ -3 | -1
49) CCCNc1nc(=S)n(-c2ccccc2)c(C)c1C(C)=O
→ -7 | 20
50) COc1ccc(C(=O)OC2C(OC)OCC(O)C2O)cc1 (configuration not stated)
→ -3 | 12

Values run as follows: H9c2 TAG inh | H9c2 TAG inh DAPI viability
51) COc1ccc(OC)c(NC(=O)COC(=O)CCNc2ccccc2OC)c1
→ 20 | -16
52) Cc1nonc1NC(=O)CSc1nnc(-c2ccoc2C)n1CC(C)C
→ -6 | -1
53) CCCN(CC(=O)Nc1ccccc1OC)C(=O)CCC(=O)c1ccc(F)cc1
→ -22 | 1
54) O=C(NCc1nnc(SCC(=O)N2CCCC2)o1)c1c(F)cccc1Cl
→ -5 | 8
55) c1ccc(-c2ccc(OCCOCCn3cncn3)cc2)cc1
→ -20 | 9
56) O=C(O)c1ccccc1Nc1ccc(OC(F)F)cc1
→ -3 | 12
57) c1cncc(CSc2ccc(-c3cccnc3)nn2)c1
→ 15 | -2
58) CC(C)(C)C(=O)Nc1nnc(SCc2cccc(F)c2)s1
→ -2 | -5
59) CCN(CC(=O)Nc1cc(Cl)ccc1C)C(=O)C1CCCCC1
→ -12 | 0
60) CCOc1cccc2sc(Nc3nc4ccc(NC(C)=O)cc4s3)nc12
→ 29 | 149

Values run as follows: H9c2 TAG inh | H9c2 TAG inh DAPI viability
61) N#Cc1cc2c(nc1SCC(=O)Nc1sc3c(c1C#N)CCC3)CCCC2
→ 1 | 4
62) CCc1nc2ccc(C(=O)N(C)Cc3ccccc3)cn2c1N(CC)Cc1cccc(Br)c1
→ 0 | -6
63) Cc1onc(-c2ccccc2)c1C(=O)NC1CC1
→ -16 | 4
64) Cc1ccccc1S(=O)(=O)N(C)C[C@H]1OCc2cnnn2CCCC(=O)N([C@@H](C)CO)C[C@H]1C
→ 2 | 5
65) Cc1cnc(NS(=O)(=O)c2ccccc2)c(Br)c1
→ -1 | 10
66) CC(=O)c1c(C)[nH]c(C(=O)COC(=O)Cc2ccccc2F)c1C
→ 9 | 7
67) CCOC(=O)C1=C(C)NC2=C(C(=O)C(C(=O)OCC)C(c3ccc(OC)cc3)C2)C1c1ccccn1 (configuration not stated)
→ 2 | -1
68) CC(=O)c1ccc(NC(=O)CSc2ccc(-c3ccco3)nn2)cc1
→ 8 | -5
69) CCn1c(=N)n(CC(O)c2ccccc2)c2ccccc21 (configuration not stated)
→ 7 | -2
70) COc1ccc(N2C(=O)CC(NC3CCCCNC3=O)C2=O)cc1 (configuration not stated)
→ -9 | -2

Values run as follows: H9c2 TAG inh | H9c2 TAG inh DAPI viability
71) Cn1ccnc1SCC(=O)Nc1cccc([N+](=O)[O-])c1
→ 13 | -3
72) Cc1cccc(C)c1NC(=O)CN(C)CC(=O)Nc1ccccc1Br
→ 5 | 0
73) O=c1oc2ccc(Cl)cc2nc1/C=C(\O)c1cccs1
→ 13 | 8
74) COc1cc(CNCc2cccnc2)ccc1OCc1ccccc1
→ -2 | -1
75) O=C1CCCC/C1=C\Nc1ccccc1C(=O)O
→ 1 | 3
76) Cc1ccc(C)c(OCCC(=O)Nc2ccc3c(c2)OCO3)c1
→ 14 | -13
77) COc1ccc(S(=O)(=O)NNC(=O)c2sccc2-n2cccc2)cc1
→ -7 | 1
78) CN(CCc1ccccn1)C(=O)CCC1CCCN(C(=O)c2c3c(nn2C)CCCC3)C1 (configuration not stated)
→ -14 | 2
79) CN(C)CC1CCCCC1C1(O)c2ccccc2CSc2sccc21 (configuration not stated)
→ 14 | 2
80) Cc1ccc(S(=O)(=O)/N=C/c2cc(Br)ccc2O)cc1
→ -1 | -3

Screen by screen, as entered above:
Compounds 72 to 80 in H9c2 TAG inh DAPI viability, in turn: 0, 8, -1, 3, -13, 1, 2, 2, -3

Additional structures.
Values run as follows: H9c2 TAG inh | H9c2 TAG inh DAPI viability
81) CCN1CCN(S(=O)(=O)c2ccc(Cl)c(C(=O)N(C)Cc3ccccc3)c2)CC1
→ 4 | -2
82) C[C@H]1CCC[C@]2(O[C@H](CCO)C[C@H](O)[C@H]2O)O1
→ 9 | -8
83) CCN(CC)CCCNC(=O)CNC(=O)c1nn(-c2ccc(OC)cc2OC)c(=O)c2ccccc12
→ 19 | -8
84) COc1ccc(CN2CCCC(C(=O)N(C)Cc3ccccc3)C2)cc1OC (configuration not stated)
→ 18 | -12
85) COc1ccc(C(CC(=O)O)c2cc(OC)c(OC)c(OC)c2)cc1OC (configuration not stated)
→ -5 | 5
86) Cc1cccc(N=C2NC(=O)/C(=C/c3cccn3C)S2)c1
→ 15 | -11
87) CCc1nc2c(OCC(=O)N3CCOCC3)cccn2c1N(C=O)Cc1ccccc1
→ -7 | 9
88) CC(C)(C)NC(=O)C(=O)NNC(=O)c1ccccc1Br
→ -6 | 8
89) CCN(C[C@H]1N[C@@](CC)(C(=O)OC)[C@H]2C(=O)N(C)C(=O)[C@@H]12)S(=O)(=O)c1ccc(C)cc1
→ -4 | -11
90) N#Cc1ccccc1/C=N/Nc1nc(-c2ccccc2)c2cc(Cl)ccc2n1
→ 4 | 23

Values run as follows: H9c2 TAG inh | H9c2 TAG inh DAPI viability
91) O=[N+]([O-])c1cc(C(F)(F)F)ccc1NCCCN1CCOCC1
→ 10 | -2
92) O=C1CCC(C(=O)N(CCO)Cc2ccccc2)CN1CC1CCCCC1 (configuration not stated)
→ -2 | 0
93) COC(=O)C(CC(C)C)NC(=O)c1cccs1 (configuration not stated)
→ 11 | -8
94) C=CCn1c(N2CCOCC2)nc2c1c(=O)[nH]c(=O)n2C
→ 2 | -1
95) CCCCn1c(N)c(N(C)C(=O)c2c(C)nn(-c3ccccc3)c2C)c(=O)[nH]c1=O
→ 6 | -11
96) NNC(=O)c1cc2ccccc2[nH]1
→ 2 | 0
97) CSc1cccc(NC(=O)CSc2ccc(Cl)cc2)c1
→ -9 | 5
98) CN(C)CCCN=Cc1c(O)n(Cc2ccccc2)c(=O)c2ccccc12
→ 9 | 2

In the list so far, these contain fluorine:
Values run as follows: H9c2 TAG inh | H9c2 TAG inh DAPI viability
1) Cc1cc(NC(=O)Cn2nc(C(F)(F)F)c3c2CCCC3)no1
→ -26 | 8
7) COCC1CCCN(Cc2cn(-c3ccccc3F)nc2-c2cc(C)sc2C)C1 (configuration not stated)
→ 7 | 0
21) O=C(NC(=S)N1CCOCC1)c1cn(-c2ccccc2)nc1-c1ccc(F)cc1
→ 17 | 0
24) CN(CC(=O)Nc1ccccc1Cl)C(=O)Cn1cc(C(F)(F)F)cc(Cl)c1=O
→ 7 | -4
30) Cc1nc2cc(C(=O)NCCN3CCOCC3)ccc2n1-c1ccc(F)cc1F
→ 15 | -3
40) CN(C)S(=O)(=O)Nc1cc(F)cc(F)c1
→ 4 | 3
53) CCCN(CC(=O)Nc1ccccc1OC)C(=O)CCC(=O)c1ccc(F)cc1
→ -22 | 1
54) O=C(NCc1nnc(SCC(=O)N2CCCC2)o1)c1c(F)cccc1Cl
→ -5 | 8
56) O=C(O)c1ccccc1Nc1ccc(OC(F)F)cc1
→ -3 | 12
58) CC(C)(C)C(=O)Nc1nnc(SCc2cccc(F)c2)s1
→ -2 | -5
66) CC(=O)c1c(C)[nH]c(C(=O)COC(=O)Cc2ccccc2F)c1C
→ 9 | 7
91) O=[N+]([O-])c1cc(C(F)(F)F)ccc1NCCCN1CCOCC1
→ 10 | -2

A portion of the library. The share of hits here may be higher or lower than overall.
